DT40 TDP1 CPT – qHTS for Inhibitors of human tyrosyl-DNA phosphodiesterase 1 (TDP1): qHTS in cells in presence of CPT; hit rate 12% among 420,000; Potency, µM (top dose mostly 46.2 µM), for the others: at the highest dose activity change, negative = growth inhibition, usual class: inhibitors; chicken DT40 Tdp1-/-;hTDP1 cells + 20 nM CPT, ATP luminescence, 48 h; note: nearly all actives have a fitted effect of over 55% in size
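Chicken DT40 Tdp1-/- cells complemented with human TDP1, 400 cells/well, exposed to compounds plus 20 nM camptothecin for at least 48 h at 37 C; viability read as ATP content by CellTiter-Glo luminescence.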
GCN5L2 inh – qHTS Assay for Inhibitors of GCN5L2; Histone acetyltransferase KAT2A (Homo sapiens), Q92830; GCN5L2 HAT assay, ThioGlo1 CoA-SH fluorescence; Potency, µM (series often up to 58.9 µM), for inactives: at the highest dose activity change, negative = inhibition, usual class: inhibitors; hit rate 0.21% among 390,000; AID 504327, 2011
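Compounds, pin-transferred from DMSO stocks, meet 20nM GCN5L2 for 15 min before the reaction begins with H3(1-25) peptide (75uM) and acetyl-CoA (70uM). Thiol-reactive ThioGlo1 reports CoA release over 20 min at room temperature.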
FEN1 inhibitor – qHTS Assay for the Inhibitors of Human Flap endonuclease 1 (FEN1). Recombinant FEN1 flap cleavage, fluorescence, 15 min. hit rate 0.35% among 390,000. Potency, µM (series often up to 114 µM), without a hit: at the top dose activity change, negative = inhibition, most hits filed as inhibitors. P39748. AID 588795, 2011; note: nearly all actives have a fitted effect of over 65% in size
Target sequence (P39748 whole entry, looked up): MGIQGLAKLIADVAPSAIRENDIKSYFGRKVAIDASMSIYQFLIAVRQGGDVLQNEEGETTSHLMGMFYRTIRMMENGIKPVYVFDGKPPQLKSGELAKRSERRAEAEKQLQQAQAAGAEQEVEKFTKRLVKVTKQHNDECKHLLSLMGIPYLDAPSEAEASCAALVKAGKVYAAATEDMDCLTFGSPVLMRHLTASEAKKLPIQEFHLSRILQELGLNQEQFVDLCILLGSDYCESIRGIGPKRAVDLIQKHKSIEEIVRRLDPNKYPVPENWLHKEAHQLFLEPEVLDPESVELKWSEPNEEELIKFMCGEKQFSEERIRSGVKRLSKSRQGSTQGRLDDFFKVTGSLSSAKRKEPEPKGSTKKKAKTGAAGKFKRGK
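Compounds are tested as a concentration series against 10 nM FEN1; after a 15 min room-temperature preincubation, 50 nM substrate starts cleavage, with plate reads at 0 and 15 min. Normalized responses are fitted by a Hill equation.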
An asterisk follows results filed as active; ? = inconclusive; . = not tested or not shown; & = joins results of further samples. Calls come from the whole dose curve; as a rule, active = well fitted curve in the direction sought with a large enough effect; inconclusive = small, poorly fitted or top-dose-only effect, or another doubt; inactive = no such curve, though single readings can be large; an effect the other way counts as inactive or inconclusive. % is set by controls: 0 for no effect and ±100 for the full control effect; potency is the fitted concentration of half-maximal effect. These rows are one share of the data; the hit share may differ from the screen's.

SMILES	DT40 TDP1 CPT	GCN5L2 inh	FEN1 inhibitor
COCCN(Cc1nc2ccccc2c(=O)[nH]1)C(=O)COc1ccccc1-c1ccccc1	?	-12.1%	-3.2%
Cc1ccc(NC(=O)c2n[nH]c(=O)c3ccccc23)cc1S(=O)(=O)N1CCOCC1	?	-0.6%	4.3%
O=C1CC(c2ccccc2)=NN1c1ccc([N+](=O)[O-])cc1	16.4µM*	?	-6.8%
Cc1cc(C)nc(-n2ncc(C#N)c2N)n1	6.0%	-5.1%	-2.8%
Cc1cccc2cc(C#N)c(SCC(=O)Nc3ccccc3N3CCOCC3)nc12	?	-5.2%	-5.1%
NC(=O)c1c(NC(=O)c2cnccn2)sc2c1CCCC2	0.7%	0.6%	2.7%
Cc1ccc(S(=O)(=O)NCCNC(=O)c2nonc2N)cc1	1.4%	0.3%	-2.5%
CCOC(=O)c1sc(NC(=O)c2cc(CC)on2)c(C(=O)OCC)c1C	?	-2.4%	6.8%
COC(=O)c1cnn2c3c(c(C)nc12)CCCC3	-19.5%	-8.0%	-7.6%
Cc1c(Cl)cccc1NC(=O)[C@@H](NC(=O)c1ccccc1Cl)C(C)C	-19.3%	1.4%	-1.6%
Cc1cc(Br)ccc1SCC(=O)OCC(=O)Nc1ncc(C(F)(F)F)cc1Cl	-3.6%	-3.5%	3.4%
CC1CCCC(NC(=O)C2CCC(CNc3c(N4CCCC4)c(=O)c3=O)CC2)C1C (configuration not stated)	-23.6%	-17.2%	23.3%
O=C(Nc1ccon1)Nc1ccc(Cl)cc1Cl	-24.7%	-1.6%	-7.8%
O=C(Cn1c(=O)oc2ccccc21)Nc1n[nH]c(=S)s1	7.1%	?	?
CCN(c1ccccc1)S(=O)(=O)c1ccc(Cl)c(C(=O)N2CCCC2)c1	?	-18.3%	17.6%
CCOC(=O)N1CCN(CC(O)c2c[nH]c3ccccc23)CC1 (configuration not stated)	?	-13.4%	4.7%
Cc1coc2cc3oc(=O)c(CCC(=O)N4CCC(C(=O)O)(c5ccccc5)CC4)c(C)c3cc12	-1.4%	-10.0%	8.6%
CCOC(=O)c1cc(C)n(-c2c(C)n(C)n(-c3ccccc3)c2=O)c1C	6.0%	-2.2%	1.4%
COCCN1CCC(CNCc2c(C(=O)N3CCCCC3)nc3c(C)cccn23)C1 (configuration not stated)	-11.7%	4.9%	5.1%
CCC1=Nc2cc(C(=O)NCCN(CC)CC)ccc2Sc2ccccc21	?	-3.6%	1.4%
CN1CCN(C(=O)c2cnn(-c3cccc(F)c3)c2C2CCN(C(=O)OC(C)(C)C)CC2)CC1	5.2%	8.1%	-0.5%
COCCN(CCOC)C(=O)c1c[nH]c2ccc(S(=O)(=O)N(C)c3ccc(F)cc3)cc2c1=O	10.1%	1.0%	-19.1%
O=C(CNC(=O)c1ccco1)OC(C(=O)c1ccccc1)c1ccccc1 (configuration not stated)	-16.2%	?	-0.3%
CC(C)(C)c1nnc(NC(=S)Nc2ccccc2)s1	?	-0.8%	12.8%
CCC(=O)Nc1ccc(NC(=O)CSc2nnc(-c3ccco3)n2C)cc1	14.0%	-1.9%	0.0%

Carrying on:
SMILES	DT40 TDP1 CPT	GCN5L2 inh	FEN1 inhibitor
Cc1ccc(Cn2c(N3CCCCCC3)nc3c2c(=O)[nH]c(=O)n3C)cc1	-21.1%	-4.1%	-12.2%
CNC(=O)c1cc2c(=O)n3cc(C)ccc3nc2n(C(C)C)c1=N	?	11.9%	-2.2%
COc1cc(NC(=O)Cn2cnc3c2c(=O)n(C)c(=O)n3C)c(OC)cc1Cl	-19.1%	1.3%	-17.1%
CCOC(=O)c1c(C)[nH]c(C)c1C(=O)CSc1nc2ccccc2n1CCC#N	4.0%	27.1%	-6.8%
CC(C)CN(CC(C)C)c1nc(-c2ccc(Cl)cc2)nc2ccccc12	.	-3.2%	-3.5%
Cc1cc(C)n(Cc2ccc(C(=O)Nc3cccc(Br)c3)o2)n1	-24.8%	-10.2%	-6.4%
CC(=O)Nc1ccc(C2=NNC(=Nc3ccc(S(=O)(=O)N4CCOCC4)cc3)SC2)cc1	?	-2.8%	-0.6%
Cc1ccc(NC2=NC(c3ccccc3)n3c(nc(C)cc3=O)N2)c(C)c1 (configuration not stated)	-14.5%	-1.4%	-3.4%
CCN(CC)CCCNc1nc(C)cc(COC)c1C#N	0.8%	-1.0%	-3.8%
C/C(Cl)=C\Cn1c(O)c(N=NC(N)=S)c2cc(Br)ccc21	1.3µM*	-6.4%	-22.3%
COc1ccc(NC(=O)CCCN2C(=O)C(c3ccccc3)Oc3cccnc32)cc1OC (configuration not stated)	?	-3.6%&-0.7%	-20.6%&12.5%
COC(=O)c1cc(S(=O)(=O)N2CCN(c3ccc(F)cc3)CC2)cn1C	?	-2.9%&6.5%	-3.8%&0.5%
CCOc1ccc(NC(=O)Cn2cc(C(=O)c3ccc(C)cc3)c(=O)c3cc4c(cc32)OCCO4)cc1	-10.7%	-3.9%	10.5%
COC(=O)CSc1nnnn1-c1cccc2ccccc12	-6.7%	-12.2%	3.8%
COc1ccccc1C(=O)Oc1ccc(N2C(=O)CCC2=O)cc1	-0.9%	-5.0%	-3.7%
Cc1c(C(=O)N2CCCCC2)c(S(=O)(=O)N2CCN(c3ccc(F)cc3)CC2)c(C)n1C	-18.6%	-4.3%	15.6%
Cc1ccc2c(c1)cc(CN(Cc1cccs1)C(=O)c1ccco1)c1nnnn12	?	-0.7%	10.5%
N=c1sccn1CC(=O)Nc1cccc(S(N)(=O)=O)c1	7.8%	16.1%	12.9%
Cc1cccc2nc(CSc3ccccc3C(=O)O)cn12	5.3%	-7.9%	-12.8%
CC(NC(=O)c1ccc2c(c1)CCN2S(=O)(=O)c1ccc(Cl)cc1)c1ccccc1 (configuration not stated)	11.6µM*	-4.1%	12.5%
O=C(Cn1cncn1)N/N=C/c1cccc2ccccc12	-1.8%	-4.1%	-0.2%
Cc1ccc(NC(=O)CCNS(=O)(=O)c2ccc3c(c2)oc(=O)n3C)cc1C	-23.1%	2.0%	26.5%
COC(=O)c1ccc(C)c(NS(=O)(=O)c2ccc3c(c2)OCCO3)c1	0.92µM*	-1.1%	-2.2%
COc1ccc(NC(=O)CN(C)C(=O)C(C)Sc2ccccc2)cc1 (configuration not stated)	11.4%	-0.9%	-1.1%
COc1ccc(Cl)cc1NC(=O)C/C(C)=N/NC(=O)C(=O)NCc1ccccc1	0.7%	-5.0%	-12.4%

Only FEN1 inhibitor and DT40 TDP1 CPT, for 5 of the compounds above:
mol | FEN1 inhibitor | DT40 TDP1 CPT
Cc1ccc(Cn2c(N3CCCCCC3)nc3c2c(=O)[nH]c(=O)n3C)cc1 | -12.2% | -21.1%
CNC(=O)c1cc2c(=O)n3cc(C)ccc3nc2n(C(C)C)c1=N | -2.2% | ?
COc1cc(NC(=O)Cn2cnc3c2c(=O)n(C)c(=O)n3C)c(OC)cc1Cl | -17.1% | -19.1%
CCOC(=O)c1c(C)[nH]c(C)c1C(=O)CSc1nc2ccccc2n1CCC#N | -6.8% | 4.0%
CC(C)CN(CC(C)C)c1nc(-c2ccc(Cl)cc2)nc2ccccc12 | -3.5% | .

One compound at a time, as listed above. Screens in order: DT40 TDP1 CPT, GCN5L2 inh, FEN1 inhibitor
COc1ccccc1C(=O)Oc1ccc(N2C(=O)CCC2=O)cc1 is entered as -0.9%, -5.0%, -3.7%
O=C(Cn1cncn1)N/N=C/c1cccc2ccccc12 is entered as -1.8%, -4.1%, -0.2%
Cc1ccc2c(c1)cc(CN(Cc1cccs1)C(=O)c1ccco1)c1nnnn12 is entered as ?, -0.7%, 10.5%
CNC(=O)c1cc2c(=O)n3cc(C)ccc3nc2n(C(C)C)c1=N is entered as ?, 11.9%, -2.2%

Next section.
SMILES	DT40 TDP1 CPT	GCN5L2 inh	FEN1 inhibitor
O=C(Nc1ccc(Cl)cc1)C1CCCN(c2ncnc3c2nc2n3CCCCC2)C1 (configuration not stated)	23.1µM*	-11.2%	-25.2%
COc1ccc(CNC(=O)C/C(C)=N/NC(=O)c2cnccn2)cc1	23.1%	-6.7%	-7.1%
O=C(NCc1ccc(F)cc1F)c1cc(COc2c(F)cccc2F)on1	-5.1%	-1.8%	14.0%
CN(C)S(=O)(=O)c1cccc(NC(=O)c2cc(=O)[nH]c(=O)[nH]2)c1	14.3%	0.0%	-7.6%
COc1ccc(C(=O)NC(=S)NNC(=O)c2c(-c3ccccc3)noc2C)cc1OC	-3.0%	-1.8%	-11.2%
COc1cc(/C=C2/SC(=S)N(c3ccccc3)C2=O)ccc1Oc1nc(N2CCOCC2)nc(N2CCOCC2)n1	8.4%	-3.9%	-5.2%
CCCCN(C(=O)c1cc2ccccc2o1)c1c(N)n(CCC)c(=O)[nH]c1=O	-1.1%	2.4%	-3.9%
CCOC(=O)C(NC(=O)c1ccccc1Cl)(Nc1ccc(C)c(C)c1)C(F)(F)F (configuration not stated)	-4.0%	-9.3%	-2.0%
COc1cc(/C=C/c2[nH]c(=O)[nH]c(=O)c2[N+](=O)[O-])cc([N+](=O)[O-])c1O	1.5%	-3.4%	?
CC(C)(C)NC(=O)CN1C(=O)NC(c2ccccc2)(c2ccccc2)C1=O	0.1%	-0.6%	-0.3%
COC(=O)c1ccc(N/C(=N/S(=O)(=O)c2ccccc2)c2ccccc2)cc1	?	-8.9%	-0.6%
COc1ccc(CN2C(=O)CCC2(C)C(=O)NCc2cccnc2)c(OC)c1 (configuration not stated)	-0.7%	-2.4%	-7.2%
Cc1ccc2cc(C)c(N3CCN(c4ccc(F)cc4)CC3)nc2c1	-3.9%	0.3%	-10.5%
Nc1c(S(=O)(=O)c2ccccc2)c2nc3ccccc3nc2n1Cc1ccco1	18.4µM*	?	?
CCOc1ccccc1-n1nnnc1SCc1nc2ccccc2s1	-6.0%	-5.0%	-13.3%
O=C(O)CCc1ccc(-c2ccc(F)cc2)n1Cc1ccco1	-8.6%	-6.6%	-2.0%
CCN(CC(=O)Nc1c(F)cccc1F)C(=O)c1cc2ccccc2oc1=O	-2.3%	-3.4%	10.5%
CCNC(=O)CSc1nc2cc([N+](=O)[O-])ccc2n1-c1cccc(C(F)(F)F)c1	?	2.2%	8.0%
O=c1c(-c2ccccc2)c(-c2ccccc2)oc2cc(O)cc(O)c12	-19.3%	?	-14.1%
CN(C)CC(=O)N1CCc2ccccc2C1	-18.5%	-2.7%	2.6%
FC(F)(F)c1cccc(-c2nc(COc3ccc(Cl)cc3Cl)no2)c1	2.2%	-1.6%	-14.8%
COc1ccc(N=Cc2c(O)cc(C)oc2=O)cc1	5.3%	?	5.4%
CC1(NC(=O)C2CCN(C(=O)Nc3ccccc3)CC2)CCS(=O)(=O)C1 (configuration not stated)	-0.7%	1.2%	9.6%
Cc1ccccc1Nc1nc(N)nc(COC(=O)c2c(C)noc2C)n1	?	-2.3%	8.4%
COc1cccc(CC(NC(C)=O)C(=O)NC2CCN(c3nc(C)cc(C)c3C#N)CC2)c1 (configuration not stated)	-17.3%	-0.4%	7.6%
O=C1[C@H](Cc2ccccc2)NCC=CC[C@@H](c2ccc(Cl)cc2)N1Cc1ccc(Cl)cc1	?	.	-31.3%
CN(CCCNC(=O)Cn1cccc1C(=O)c1ccccc1)C1CCCCC1	-13.4%	-8.9%	7.8%
N#C/C(=C(/O)CSc1nnc(Cc2cccs2)n1C1CCCCC1)c1nc2ccccc2[nH]1	-19.6%	-14.5%	-5.4%
Cc1nc2ccccc2c(=O)n1NC(=O)C1CC1	15.7%	-16.4%	13.3%
Cc1c(C(=O)c2ccc(F)cc2)c2ccccn2c1CCc1ccccn1	?	-8.5%	-14.3%
